# Rtt109 Vps75: C. albicans Rtt109 histone acetyltransferase inhibition. AID 540336. Q5AAJ8. inhibition, % at 34.9 µM. actives 0.16% (n = 330,000). purified Rtt109/Vps75, ThioGlo CoA-SH fluorescence, 4 h;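 active = inhibition of at least 50% in every replicate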
# Target sequence (Q5AAJ8 whole entry, looked up): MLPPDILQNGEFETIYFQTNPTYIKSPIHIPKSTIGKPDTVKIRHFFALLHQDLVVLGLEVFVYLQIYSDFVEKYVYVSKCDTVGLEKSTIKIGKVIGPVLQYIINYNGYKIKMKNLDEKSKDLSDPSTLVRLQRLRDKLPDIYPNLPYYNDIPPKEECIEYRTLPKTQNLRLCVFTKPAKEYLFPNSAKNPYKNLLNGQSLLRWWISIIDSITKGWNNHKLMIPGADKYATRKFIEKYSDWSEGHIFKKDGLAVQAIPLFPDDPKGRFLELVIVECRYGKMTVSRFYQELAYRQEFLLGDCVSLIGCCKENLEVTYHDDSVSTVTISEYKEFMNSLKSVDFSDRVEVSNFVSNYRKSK
# Wnt bcat act: Wnt/beta-catenin pathway activation; Wnt/beta-catenin reporter cell assay, activator, plate reader; activation, % at 9.35 µM; actives 1.2% (n = 300,000); in the data active = activation above about 30%, passing the limit was not always enough;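 note: 0% = neutral control wells and 100% = positive control wells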
# CAL PDZ inh: blocks peptide binding to human CAL PDZ domain | Q9HD26 | inhibition, % at 20 µM | purified CAL PDZ, TMR-peptide fluorescence polarization, 1 h | actives 0.02% (n = 330,000) | AID 504414;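 active = highest replicate inhibition of at least 40%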;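 note: plate controls were DMSO neutral control wells for no effect and unlabeled competitor peptide control wells for full effect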
#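 System: tagged CAL PDZ domain. Schedule: 1 h room-temperature incubation prior to read. Signal: fluorescence polarization (mP). Measure: percent inhibition from loss of millipolarization.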
# Ecoli viability: bacterial growth inhibition, counter-screen for AddAB inhibitors | inhibition, % at 11.9 µM | actives 0.27% (n = 330,000) | E. coli V3065 growth, OD600 absorbance, 18 h;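 active = inhibition above the campaign's mean inhibition across all tested compounds plus 3 SD, cut at about 9.9% in these data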;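 note: uninfected addAB+ strain grown without phage in ampicillin broth; 0% = DMSO wells and 100% = ciprofloxacin 0.95 µg/ml wells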
# PfHsp90 yeast 2: growth inhibition of yeast expressing Plasmodium Hsp90; actives 0.32% (n = 310,000); S. cerevisiae expressing PfHsp90, BacTiter-Glo ATP, 48 h; yeast lacking PDR1 and PDR3 efflux regulators; AID 504621; inhibition, % at 9.4 µM;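 active = every replicate shows inhibition above about 80%, whatever the replicate mean, limit read from the data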;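 note: 0% = DMSO neutral controls and 100% = 20 µM radicicol positive controls; yeast relying on Plasmodium falciparum Hsp90 in place of its own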
# phage Ecoli inh: E. coli growth loss with phage present. growth absorbance. inhibition, % at 11.9 µM. actives 0.26% (n = 360,000); in the data active = inhibition above about 11%
# AddAB inh: less growth of phage-infected E. coli with AddAB; actives 0.29% (n = 330,000); inhibition, % at 11.9 µM; E. coli expressing H. pylori AddAB, absorbance growth; in the data active = inhibition above about 12%;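 note: 0% = vehicle wells of infected cells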
# PvdQ acylase: blocks Pseudomonas aeruginosa PvdQ acylase activity; purified PvdQ acylase, fluorescence plate reader; inhibition, % at 10 µM; actives 0.063% (n = 340,000); in the data active = inhibition above about 30%, passing the limit was not always enough;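 note: 0% = vehicle neutral wells and 100% = reference inhibitor wells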
# DAGLB inhibitor: blocks human DAGLB lipase activity; HEK293T DAGLB membrane lysate, EnzChek fluorogenic substrate; inhibition, % at 5.17 µM; actives 0.059% (n = 340,000); Q8NCG7; AID 504411; in the data active = inhibition above about 34%;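 note: 0% = enzyme with vehicle and 100% = wells lacking enzyme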
# Target sequence (Q8NCG7 whole entry, looked up): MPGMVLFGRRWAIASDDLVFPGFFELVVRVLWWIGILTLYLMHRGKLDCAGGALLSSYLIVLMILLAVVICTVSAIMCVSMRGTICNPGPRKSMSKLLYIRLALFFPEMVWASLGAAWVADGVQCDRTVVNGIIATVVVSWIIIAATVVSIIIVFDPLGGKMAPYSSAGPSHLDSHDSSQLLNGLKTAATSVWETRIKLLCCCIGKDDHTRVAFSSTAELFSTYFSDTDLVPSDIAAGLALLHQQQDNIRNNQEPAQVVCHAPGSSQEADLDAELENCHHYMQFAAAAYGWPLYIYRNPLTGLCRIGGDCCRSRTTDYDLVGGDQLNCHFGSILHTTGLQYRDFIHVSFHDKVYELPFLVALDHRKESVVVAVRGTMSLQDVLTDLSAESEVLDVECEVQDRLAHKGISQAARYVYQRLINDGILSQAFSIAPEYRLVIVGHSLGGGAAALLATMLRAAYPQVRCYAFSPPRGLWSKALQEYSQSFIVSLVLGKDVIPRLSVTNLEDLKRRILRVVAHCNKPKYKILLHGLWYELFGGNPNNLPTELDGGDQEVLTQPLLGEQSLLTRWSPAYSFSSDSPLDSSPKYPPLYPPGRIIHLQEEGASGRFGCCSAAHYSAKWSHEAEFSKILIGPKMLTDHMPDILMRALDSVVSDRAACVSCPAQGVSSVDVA
# Tat transport: E. coli Tat transport inhibition. AID 488895. actives 0.036% (n = 340,000). inhibition, % at 10 µM. E. coli MC4100 TorA-mCherry Tat export, fluorescence;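 active = mean replicate inhibition at least 50% and at least half of replicates individually reaching 50%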;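 note: exported cargo escapes ClpAP degradation while cytoplasmic cargo is degraded and loses fluorescence; 0% = median of neutral control wells and 100% = median of NaSCN control wells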
# Numbers without * were called inactive; nt = not tested or not shown.
# Start of the listing, in advance, 5 compounds:
# Results follow in this order: Rtt109 Vps75, Wnt bcat act, CAL PDZ inh, Ecoli viability, PfHsp90 yeast 2, phage Ecoli inh, AddAB inh, PvdQ acylase, DAGLB inhibitor, Tat transport
- C=CCNC(=O)C1CCN(S(C)(=O)=O)CC1
    -5, 0, -1.8, -2.8, 9, 2.7, 2.0, -10, -3, -2
- CC1CCCCN1C(=O)COc1ccccc1F (configuration not stated)
    -2, 0, 0.5, -1.2, 19, 5.3, 2.3, -9, 1, -6
- O=C(Nc1ccc(Cl)cc1)OCc1cc(-c2ccccc2Cl)on1
    -9, nt, -1.3, 1.7, 2, -2.9, -1.1, -12, -1, -4
- O=C(CSc1nnc(-c2ccncc2)o1)Nc1ccccc1C(F)(F)F
    -6, -2, 0.8, 0.4, -19, -0.3, -0.9, -17, 2, 29
- CN(C)c1ccc(C(=O)NCC(c2cccs2)N2CCOCC2)cc1[N+](=O)[O-] (configuration not stated)
    -12, -2, -1.8, 0.2, nt, 4.6, -0.7, -12, -1, 1

# The listing, repeating the preview:
# Results follow in this order: Rtt109 Vps75, Wnt bcat act, CAL PDZ inh, Ecoli viability, PfHsp90 yeast 2, phage Ecoli inh, AddAB inh, PvdQ acylase, DAGLB inhibitor, Tat transport
- C=CCNC(=O)C1CCN(S(C)(=O)=O)CC1
    -5, 0, -1.8, -2.8, 9, 2.7, 2.0, -10, -3, -2
- CC1CCCCN1C(=O)COc1ccccc1F (configuration not stated)
    -2, 0, 0.5, -1.2, 19, 5.3, 2.3, -9, 1, -6
- O=C(Nc1ccc(Cl)cc1)OCc1cc(-c2ccccc2Cl)on1
    -9, nt, -1.3, 1.7, 2, -2.9, -1.1, -12, -1, -4
- O=C(CSc1nnc(-c2ccncc2)o1)Nc1ccccc1C(F)(F)F
    -6, -2, 0.8, 0.4, -19, -0.3, -0.9, -17, 2, 29
- CN(C)c1ccc(C(=O)NCC(c2cccs2)N2CCOCC2)cc1[N+](=O)[O-] (configuration not stated)
    -12, -2, -1.8, 0.2, nt, 4.6, -0.7, -12, -1, 1
- NC(=O)C1CCN(CC(=O)N2N=CCC2c2ccccc2)CC1 (configuration not stated)
    -12, -1, -0.9, -0.2, 15, 3.0, -1.6, -15, -3, 2
- COc1cc(CNC2CCCC2)cc(Cl)c1OCc1ccc(F)cc1
    6, nt, -0.9, 2.2, 17, 2.5, 2.4, -7, -1, -4
- OCCCNCc1ccc(Cl)cc1Cl
    8, -6, -0.1, 0.9, -4, 4.7, 4.3, 0, -2, -1
- C[C@H]1CN([C@@H](C)CO)C(=O)c2cccc(NC(=O)c3ccc(-c4nccs4)cc3)c2O[C@@H]1CN(C)C(=O)Nc1cccc2ccccc12
    11, 1, -3.9, -0.8, -7, 0.4, 2.9, -5, 1, 10
- Cc1sc2nc(C(C)C)nc(SCC(=O)NC3CC3)c2c1C
    1, -3, -1.8, 1.0, -31, -0.1, 1.5, -9, 0, 0
- Cc1ccc2nc(SCC(=O)N3CCCc4ccccc43)nc(=O)n2c1
    -3, -4, -0.8, nt, 2, 2.7, nt, -12, -2, -1
- COc1ccc2nc(Nc3nc(CSc4ccc(C)cc4)cc(=O)[nH]3)nc(C)c2c1
    0, -2, 0.7, -3.3, -24, 5.0, -3.3, -13, -1, -4
- Cc1nnc(SCC(=O)Nc2ccc(N3CCOCC3)cc2)n1Cc1ccccc1
    0, 0, -0.8, 2.6, -25, 2.5, 3.2, -11, 1, -2
- CC12CCC(=O)N1C(C(=O)Nc1ccc(Cl)c(S(=O)(=O)N3CCCCC3)c1)CS2 (configuration not stated)
    13, -2, 0.1, 0.8, nt, 3.3, 0.6, -10, 0, -6
- CC(C)(C)SCCNC(=O)COc1ccccc1
    -2, nt, 0.4, 1.7, 8, -1.1, 0.8, -1, 1, 1
- O=C(O)CSc1nnc(C2CC2)n1-c1ccccc1
    -6, -4, -3.3, -3.2, 7, 0.5, 3.1, -17, 3, -7
- CCCCCCSc1ccc([C@@H]2[C@@H]3C(=O)N(CC)C(=O)[C@@H]3[C@]3(C(=O)OC)CCCCN23)cc1OC
    5, -19, -0.2, 0.5, 12, 4.5, -1.1, -7, -7, 11
- O=C1C(c2ccc(F)cc2)N(Cc2ccc3c(c2)OCO3)C(=O)CN1C1CCCCC1 (configuration not stated)
    -17, -4, 1.0, -0.7, -15, 2.9, 0.6, -7, -4, 2
- COc1ccccc1OCCn1c(SCC(=O)O)nc2ccccc21
    7, 1, 0.5, -2.5, 4, -0.6, 1.5, 6, -3, 9
- O=c1c2ccccc2[nH]c2ccccc12
    -3, 1, -1.9, 4.7, 15, 8.6, 14*, -24, -2, -8

# Additional records follow.
# Results follow in this order: Rtt109 Vps75, Wnt bcat act, CAL PDZ inh, Ecoli viability, PfHsp90 yeast 2, phage Ecoli inh, AddAB inh, PvdQ acylase, DAGLB inhibitor, Tat transport
- COc1ccc(OC)c(C(C)NC(=O)c2ccc(Br)cc2)c1 (configuration not stated)
    2, 1, 0.7, -3.1, -1, 4.8, -0.2, 5, 1, -15
- CCCCn1c(N)c(N(C(=O)CSc2nnnn2-c2ccccc2)C2CCCC2)c(=O)[nH]c1=O
    -1, 0, -0.7, 0.3, -22, 2.4, -0.1, -3, -1, -1
- NS(=O)(=O)c1ccc(CCNC(=O)c2ccc3nccnc3c2)cc1
    -19, 3, -0.2, 2.2, 56, 0.6, 0.7, 11, -2, 2
- O=C(COC(=O)c1ccc(F)c(S(=O)(=O)N2CCOCC2)c1)NCCc1ccc(F)cc1
    -8, 0, -1.4, -0.8, -9, 6.7, 1.3, 12, 1, 2
- Cc1ccccc1-c1nc(CSc2nc3c(c(=O)[nH]2)CCC3)c(C)o1
    12, -3, -0.8, 0.1, -31, -0.7, -2.3, 4, -1, -1
- Cc1cccc(NC(=S)N/N=C/C(C)c2ccccc2)c1C (configuration not stated)
    4, 34*, -2.6, -0.9, -6, 0.5, 0.7, 9, -3, -3
- COc1ccc(/C=N/NC(=O)CCc2ccccc2)cc1O
    -1, -4, -3.5, 0.8, -46, 2.8, 4.0, -4, 2, -1
- Cc1ccc(C)c(N2N=C(C(=O)Nc3ccc(S(=O)(=O)N4CCCC4)cc3)CCC2=O)c1
    2, -1, -0.6, -1.5, -11, 0.6, 0.5, -5, -2, 3
- Cc1cc(-c2csc3ncnc(N4CCN(C)CC4)c23)cc(C)c1C
    3, 7, -1.8, -0.2, 1, 0.1, -0.8, -2, 0, -5
- COc1ccc(OC)c(N(C)S(=O)(=O)c2ccc3c(c2)N(C(C)=O)CCO3)c1
    -11, 0, -0.2, -1.7, -12, 1.1, 1.7, -5, 3, 3
- CCC(=O)Nc1cccc(NC(=O)CSc2nc3c(c(=O)n(C)c(=O)n3C)n2C)c1
    -1, 3, -2.5, 1.2, 1, 0.6, 3.2, -8, -2, -3
- Cc1ccccc1SCC(=O)NC1CCOC1=O (configuration not stated)
    -3, nt, -0.6, 0.5, -2, 1.9, 2.4, -3, 1, -8
- CC(NC(=O)CCCc1ccccc1)c1ccncc1 (configuration not stated)
    5, -1, nt, -1.4, 2, 2.0, -2.2, -1, -3, 1
- O=[N+]([O-])c1ccc(C(=Nc2cccc3ccccc23)N2CCOCC2)cc1
    8, -3, 0.7, -3.3, 12, 2.2, -2.3, 8, 3, -10
- Cc1ccc(N(CC(=O)NCCSCc2ccco2)S(=O)(=O)c2ccc(C)cc2)cc1
    11, nt, -1.6, -0.8, 26, 0.7, -0.3, -3, -9, 11
- COc1ccc(C2=NN(c3ccccc3)C(c3cn(CCC(=O)O)nc3-c3ccccc3)C2)cc1 (configuration not stated)
    -5, 1, -1.8, -0.8, 27, 1.9, 1.1, -8, 5, -2
- COc1ccc(C(=O)N2CCCCCC2)cc1OC1CCN(C(C)=O)CC1
    1, 0, 0.5, -1.6, -9, 3.3, 3.2, -5, -3, -4
- O=[N+]([O-])c1ccccc1O[C@@H]1O[C@H](CO)[C@H](O)[C@H](O)[C@H]1O
    -2, 4, -0.1, 1.0, 7, 4.2, 6.4, 7, -2, 1
- CC(C)NC(=S)NNc1nc2ccccc2s1
    1, 6, -0.3, -1.0, -69, -4.0, -0.9, -16, 2, -12
- CCc1cc(C=NC2CCCCC2)c(O)s1
    4, nt, -0.4, 0.4, nt, 4.4, 6.6, 1, -2, 0

# (cont.)
Molecule,Rtt109 Vps75,Wnt bcat act,CAL PDZ inh,Ecoli viability,PfHsp90 yeast 2,phage Ecoli inh,AddAB inh,PvdQ acylase,DAGLB inhibitor,Tat transport
Nc1c(C(=O)CSc2nccn2-c2cccc(F)c2)c(=O)[nH]c(=O)n1C1CC1,-4,1,1.0,1.6,nt,1.6,1.1,-12,3,3
CCN1CCN(Cc2cc(=O)oc3cc4c(cc23)CCC4)CC1,5,nt,-0.3,0.2,-11,0.7,2.1,0,-1,-1
COc1ccc(NC(=O)c2oc3cc(C)c(C)cc3c2C)c(OC)c1,-16,-1,0.2,1.6,-21,3.5,0.1,3,-4,-2
C=CCNC(=O)NC(=O)CSc1nc2cc([N+](=O)[O-])ccc2n1-c1cccc(C(F)(F)F)c1,nt,-3,-1.1,-1.4,12,2.1,2.5,20,1,0
COc1ccccc1N(C)S(=O)(=O)c1ccc(Cl)c(C(=O)Nc2ccncc2)c1,3,-1,-0.1,-1.0,nt,2.7,-0.3,-7,3,-7
Cc1cc(C)c(C(N)=O)c(NCCc2ccccc2)n1,-24,nt,0.1,-0.5,nt,2.4,1.2,-8,-3,-9
Cc1nc2scc(C)n2c(=O)c1S(=O)(=O)NCC1CCN(Cc2ccc(Cl)cc2)CC1,4,-4,-2.7,-1.0,14,1.1,2.0,-13,1,-3
Oc1c(-c2cc(-c3ccco3)[nH]n2)ccc2ccccc12,-6,nt,-0.3,3.5,-49,5.2,3.9,6,-1,6
Cc1cccc(C(C)(C)C)c1OCCn1ccnc1,0,-5,0.0,-0.5,6,-0.6,0.8,0,-6,6
O=C(COC(=O)c1ccccc1O)NCc1ccc2c(c1)OCO2,2,-4,0.3,2.8,0,0.9,2.7,-9,0,7
COc1ccc(S(=O)(=O)N2CCN(CC(=O)Nc3cc(Cl)ccc3Cl)CC2)cc1,-4,-2,-0.1,3.2,5,1.9,3.7,-6,1,-15
O=C(COC(=O)c1cccc(S(=O)(=O)N2CCOCC2)c1)NCCc1ccccc1,-15,1,-2.4,1.3,7,0.2,1.4,-14,0,-4
CSc1cccc(N2CC(C(=O)NCCC3=CCCCC3)CC2=O)c1 (configuration not stated),8,-1,-3.5,2.5,3,-0.8,2.1,-10,-2,0
CCOC(=O)C1(Cc2cccc(OC)c2)CCN(Cc2cccc(OC)c2O)CC1,5,-2,-1.1,4.5,-5,2.1,2.7,-5,-3,4
C[n+]1ccn(CC(=O)c2ccc(Cl)cc2)c1,-4,-1,-0.6,1.0,-14,1.4,2.5,11,-1,6
CCOC(=O)Cn1nc(C)c(NC(=O)CCc2ccc(OC)cc2)c1C,nt,6,-1.3,-1.4,-16,3.7,2.0,-11,2,-3
Brc1ccccc1OCCN1CCOCC1,7,-1,nt,-1.0,6,-0.2,1.8,-16,0,5
